High-throughput results (PubChem BioAssay)
S1P3 antag: blocks the human S1P3 receptor; Q99500; AID 485; CHO S1P3 NFAT-BLA reporter, FRET fluorescence, antagonist mode; 0.27% of 170,000 active; inhibition, % at 4.98 µM;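 active means inhibition above the plate cutoff, the mean inhibition of test wells on that plate plus 3 SD, cut at about 28% in these data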;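 further: cells challenged with S1P at its EC80 of 0.8 µM; blue over green emission ratio from cleaved BLA substrate after 4 h stimulation; 0% = S1P-stimulated wells and 100% = unstimulated DMSO-only wells; some compounds past the cut are filed as inactive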
Target sequence (Q99500 whole entry, looked up): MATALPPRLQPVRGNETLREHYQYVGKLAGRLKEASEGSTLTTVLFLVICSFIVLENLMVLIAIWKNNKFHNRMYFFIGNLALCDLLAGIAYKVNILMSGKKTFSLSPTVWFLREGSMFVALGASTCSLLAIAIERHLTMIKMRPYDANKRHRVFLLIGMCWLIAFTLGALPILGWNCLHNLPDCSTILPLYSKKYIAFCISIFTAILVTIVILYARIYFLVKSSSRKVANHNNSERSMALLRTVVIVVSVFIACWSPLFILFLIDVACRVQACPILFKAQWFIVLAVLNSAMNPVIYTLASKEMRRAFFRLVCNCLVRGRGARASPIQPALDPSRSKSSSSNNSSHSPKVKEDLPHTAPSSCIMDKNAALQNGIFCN
* = called active by the depositor. A portion of the library; the hit share may differ from the screen's.

SMILES	S1P3 antag
COc1ccc(NC(=O)Cn2c(C)cc(=O)c3cccc(OC)c32)cc1	9.0
Cc1ccc(CCP(=O)(O)CN2CCCCC2)cn1	-2.1
CCN(c1ccccc1)S(=O)(=O)c1cc(NC(=O)CSc2n[nH]c(=O)[nH]c2=O)ccc1Cl	2.5
COc1ccc(C2NC(C(=O)O)Cc3c2[nH]c2ccccc32)cc1CN1CCN(c2ccc(F)cc2)CC1 (stereo not drawn)	-20.3
Cc1ccc(C(=O)OCC(=O)Nc2ccccc2Cl)c(O)c1	-3.9
Cc1cnc(NC(=O)c2ccccn2)s1	-12.9
COc1ccc(C2C(C(=O)O)CCC(=O)N2c2ccc(C)cc2)cc1OC (stereo not drawn)	-9.5
COc1ccc(NS(=O)(=O)c2cccc(NC(=O)COc3ccc(OC)cc3)c2)cc1	14.1
O=C(Nc1ccc(Br)cc1)c1cc2ccccn2n1	-6.5
CC1CCC2(CC1)NC(=O)N(CC(=O)Nc1ccc3c(c1)CCC3)C2=O (stereo not drawn)	-13.7
O=C(C1CCN(Cc2nc(-c3ccc(Cl)cc3)no2)CC1)N1CCOCC1	-4.9
Cc1cc(C[n+]2ccsc2N)c2ncccc2c1	9.5
COc1cccc(/C=N/NC(=O)c2ccc3nc[nH]c3c2)c1	5.4
C/C(=N\O)c1cccc(Br)c1	-13.2
Cn1c(N)c(C(=O)CSc2ncn[nH]2)c(=O)n(C)c1=O	-0.6

A different layout for some results above.
smiles,S1P3 antag
COc1ccc(NC(=O)Cn2c(C)cc(=O)c3cccc(OC)c32)cc1,9.0
C/C(=N\O)c1cccc(Br)c1,-13.2
CC1CCC2(CC1)NC(=O)N(CC(=O)Nc1ccc3c(c1)CCC3)C2=O (stereo not drawn),-13.7
Cn1c(N)c(C(=O)CSc2ncn[nH]2)c(=O)n(C)c1=O,-0.6
Cc1ccc(CCP(=O)(O)CN2CCCCC2)cn1,-2.1

The list goes on.
SMILES	S1P3 antag
CN(C)C(=S)Nc1cccc(F)c1	-8.9
CCCc1ncc(C(O)c2cccc(OC)c2)n1C (stereo not drawn)	-6.3
O=C(CCC1CCCN(C(=O)CCCc2ccccc2)C1)N1CCN(c2ccccn2)CC1 (stereo not drawn)	13.2
COc1ccc(S(=O)(=O)NCc2c(-c3ccccc3)noc2C)c(OC)c1	-3.3
O=C(CN1CCN(Cc2ccccc2)CC1)N/N=C/c1cccs1	-3.4
Cc1n[nH]c(=S)n(/N=C/c2cccs2)c1=O	-3.0
CC(=O)N=c1c(C#N)cc2c(=O)n3cccc(C)c3nc2n1Cc1ccco1	-0.1
C/C(=N\NC(=S)NC1CCCCC1)c1ccc(Cl)c(Cl)c1	0.8
CC1CCCN(c2nc(N(C)c3ccccc3)nc(N)c2[N+](=O)[O-])C1 (stereo not drawn)	1.4
FC(F)(F)c1ccc(-c2nnc(-c3ccccn3)c(-c3ccccn3)n2)nc1	-11.9
Cc1ccc(Sc2ccc(/C=C3/C(=O)NN(c4ccccc4)C3=O)o2)cc1	0.7
O=C(NCCc1ccc(Cl)cc1)c1cc2ccccn2n1	-17.6
Cc1nnsc1-c1nnc(SCC(=O)c2ccccc2)n1C1CC1	-18.0
COc1ccc(Nc2oc(-c3ccccc3F)nc2C#N)cc1	-6.7
COc1ccc(NC(=O)Nc2ccccn2)cc1OC	-52.4
CN(C)S(=O)(=O)c1ccc(C(=O)Nc2cccc(S(=O)(=O)NC3=NCCC3)c2)cc1	5.7
CC(C)c1ccc2[nH]c(O)c(N=NC(=O)c3cccc(S(=O)(=O)Nc4cccc(Cl)c4)c3)c2c1	-7.7
Fc1ccc(-c2nnc3sc(-c4ccc5c(c4)OCO5)nn23)cc1	-27.9
CN(c1nc2ccccc2n2c(C3CC3)nnc12)S(=O)(=O)c1ccccc1	6.3
Cn1ccnc1/C(=N\NC(=O)c1ccc(O)cc1)c1cccc([N+](=O)[O-])c1	11.4
CCOC(=O)C(=CNc1ccc2c(c1)CCN2C(C)=O)C(=O)OCC	8.6
COc1ccc(CN2CN(S(=O)(=O)c3ccccc3)c3nc4ccccc4nc32)cc1	1.3
CC(=O)Nc1ccc(S(=O)(=O)N2CCN(CC(=O)N3CCOCC3)CC2)cc1	-0.4
CC1(C)OC2C(CO)OC(n3cnc4c(=S)nc[nH]c43)C2O1 (stereo not drawn)	-3.5
COc1ccc(C(=O)NC(=S)Nc2ccc(S(=O)(=O)Nc3cc(C)on3)cc2)cc1OC	5.8
Cc1nc(-c2cc(-c3nc(-c4cc(C(F)(F)F)cc(C(F)(F)F)c4)no3)no2)cs1	8.1
O=C(Nc1cccc(S(=O)(=O)NC2=NCCC2)c1)c1cc(-c2ccco2)nc2ccccc12	-9.9
CCc1cc(=O)oc2cc(C)cc(OCC(C)=O)c12	-7.6
COc1cccc(C(N)CC(=O)O)c1 (stereo not drawn)	-9.5
CCCC[n+]1ccn(-c2nc3ccccc3nc2[N-]S(=O)(=O)c2ccc(Br)cc2)c1	-7.5
CCN(Cc1cc2ccccc2[nH]c1=O)C(=O)c1cccc([N+](=O)[O-])c1	21.8
CC12CCC(C(=O)NCCCN3CCOCC3)(C(Br)C1=O)C2(C)C (stereo not drawn)	-1.7
Cc1nc(C)c(-c2ccn(S(=O)(=O)c3ccc(Cl)cc3)n2)o1	14.9
O=C(N/N=C/C(Br)=C\c1ccccc1)c1ccco1	10.1
Cc1ccc(NC(=O)Cc2nnc(N)s2)cc1	1.1
Cc1cccc(Nc2c([N+](=O)[O-])c(=O)oc3ccccc23)c1	3.9
COc1ccc(COC(=O)N/N=C(\C)CC(=O)Nc2ccc(Cl)cn2)cc1	4.1
CC(=O)c1ccc(N2CCN(c3ccc(S(=O)(=O)NCCN(C)C)cc3[N+](=O)[O-])CC2)cc1	-4.1
O=C(Nc1ccc(N2CCCCC2)cc1)c1ccc(F)cc1F	-6.8
Nc1nnc(-c2cccc([N+](=O)[O-])c2)o1	-15.0
O=c1[nH]c(N/N=C/c2cc3c(cc2[N+](=O)[O-])OCO3)nc2ccccc12	12.5
CN(C)CC(O)CN(c1ccccc1)c1ccccc1 (stereo not drawn)	-8.1
O=C(O)c1[nH]c2ccc(Br)cc2c1CCN1C(=O)c2cccc([N+](=O)[O-])c2C1=O	-10.3
CC(=O)c1ccc(C(=O)N2CCc3c([nH]c4ccccc34)C2c2cccc(C)n2)s1 (stereo not drawn)	21.4
Cc1cccc(C)c1NC(=O)C[n+]1cc(-c2ccccc2)n2c1CCC2	-2.8
O=S(=O)(c1cccc(-c2nnc3n2CCCCC3)c1)N1CCOCC1	0.2
Nc1cc(=O)n(Cc2ccccc2)c(=O)n1-c1ccc(Cl)cc1	-1.6
Cc1ccc(N=Nc2ccc(C)cc2NC(=O)Nc2ccccc2F)cc1	0.9
Nc1nc(Nc2ccccc2Cl)cc(=O)[nH]1	-7.7
COC(=O)c1sc(C(C)(C)C)cc1CSc1ccccc1	-9.2
COc1ccc(Oc2ccc(C(F)(F)F)cc2N)cc1	-3.0
CC(C)CNC(=O)N1c2ccccc2Sc2ccccc21	4.1
N=c1n(CCCOc2ccc(Br)cc2)c2ccccc2n1CC(N)=O	2.2
Cc1cc2nc(NC3=NCN(CCCN4CCOCC4)CN3)nc(C)c2cc1C	-8.3
O=C(N/N=C/c1c[nH]c2ccccc12)c1cc2ccccc2o1	-11.5
Cc1ccc(N2C(=O)SC(Cc3ccccc3)C2=O)cc1 (stereo not drawn)	-3.5
CN1CCN(CC(=O)Nc2ccccc2Oc2ccccc2)CC1	2.0
COc1ccc2[nH]c(=O)c(CN(C(=O)c3ccco3)C(C)C)cc2c1	10.7
CCn1cc(CN2CCCC(C(=O)c3ccc(-c4ccccc4)c(F)c3)C2)cn1 (stereo not drawn)	21.7
CCOC(=O)c1[nH]c2cc(OC)c(OC)cc2c1NC(=O)CCN1CCSCC1	0.1
Later entries:
SMILES	S1P3 antag
Cn1c(SCC(=O)c2cc(Cl)c(Cl)s2)nnc1-c1ccco1	4.2
Nc1c(C(=O)NCc2ccc3c(c2)OCO3)nnn1Cc1ccc(Br)cc1	6.1
CCOC(=O)c1nn(-c2ccc(Cl)cc2)cc1O	-28.8
COc1cccc(C(=O)n2ccc(-c3cccs3)n2)c1	-1.9
Cn1ccnc1C(=O)c1ccc(Cl)c(S(=O)(=O)N2CCOCC2)c1	-3.1
Cn1c(N)c(C(=O)COC(=O)COc2ccc(C#N)cc2)c(=O)n(C)c1=O	-4.5
COc1ccc(C2C3=C(CC(C)(C)CC3=O)Oc3ncn4nc(-c5cccnc5)nc4c32)cc1 (stereo not drawn)	45.5
O=C(c1ccccc1)C1CCN(c2ncccc2[N+](=O)[O-])CC1	-5.3
O=S(=O)(CC(c1ccccc1)N1CCCCC1)c1ccc(Cl)cc1 (stereo not drawn)	-1.6
O=C(NC(=S)Nc1ccc2c(c1)OCCO2)c1ccco1	10.3
O=C(OCc1cc(=O)n2c(n1)sc1ccccc12)c1ccc2c(=O)n3c(nc2c1)CCC3	-13.7
CCC1(C)CC2(CCCN(CCC(O)(c3ccccc3)c3ccccc3)C2)CCO1 (stereo not drawn)	-4.1
Cn1c(=O)c2c(nc(SCCOc3ccc4ccc(=O)oc4c3)n2C)n(C)c1=O	-19.1
O=C(Nc1nc2c(F)cc(F)cc2s1)C1CC(=O)N(Cc2ccco2)C1 (stereo not drawn)	1.9
O=C(O)c1ccc(/C=N/Nc2ncc(C(F)(F)F)cc2Cl)cc1	10.7
O=C1CN(C(=O)CNCc2cccc(Cl)c2)c2ccccc2N1	-0.3
C/C(=N/NC(=O)CNC(=O)Cc1ccccc1)c1ccc(Cl)cc1	-10.6
O=c1cc(N=Nc2ccc(Cl)cc2)[nH]c(=O)[nH]1	-8.4
Cc1nn(C)cc1/C=N/NC(=O)c1ccco1	-6.0
CCOC(=O)c1c(NC(=S)N2CCOCC2)sc(C)c1C	-7.0
COCCCNc1nc2nonc2nc1N1CCN2CCCC2C1 (stereo not drawn)	2.5
CCOC(=O)c1ccc(-n2c(C)nc3ccc(Br)cc3c2=O)cc1	-1.2
Cc1nc(SCc2ccccc2F)c2oc3ccccc3c2n1	2.8
COc1cc(NC(=S)N(C)C)c(OC)cc1Cl	-9.9
COc1ccc(C(C)=O)cc1CSc1nnnn1-c1ccc(O)cc1	1.9
Cc1ccc(S(=O)(=O)N(C)C)cc1NC(=O)c1cc(C(C)(C)C)nn1Cc1ccccc1	9.9
Cc1ccc(S(=O)(=O)/C(C#N)=C/c2c(N3CCOCC3)nc3c(C)cccn3c2=O)cc1	2.4
O=S(=O)(c1ccc(-c2ccccn2)s1)N1CCC2(CC1)OCCO2	7.5
COc1ccccc1Nc1nc(NCCCN(C)C)nc(N)c1[N+](=O)[O-]	-6.7
COC(=O)c1[nH]c2cccc(OC)c2c1NC(=O)CCN1CCSCC1	1.2
NC(=O)c1ccccc1NC(=O)c1ccccc1Cl	4.0
CC(=O)NS(=O)(=O)c1ccc(NS(=O)(=O)c2ccccc2[N+](=O)[O-])cc1	-5.3
CC(=O)N1c2ccccc2C(CBr)=CC1(C)C	-5.5
CCCCNc1ccc2c3c(cccc13)C(=O)N(CCCC)C2=O	46.6*
O=C(COc1ccc(Cl)cc1Cl)c1ccc[nH]1	-3.6
O=C1C(=O)N(CCCN2CCOCC2)C(c2ccccn2)/C1=C(\O)c1ccc2c(c1)OCCO2 (stereo not drawn)	-14.1
CCN(C(=O)CSc1cc(C)c2ccc(OC)cc2n1)C1CCS(=O)(=O)C1 (stereo not drawn)	-4.4
O=C(CSc1nnc(SCc2ccc(F)cc2)s1)Nc1ccc(C(=O)O)cc1	12.7
CC1CN=C(N(C(=S)Nc2ccccc2)c2cccc(C(F)(F)F)c2)S1 (stereo not drawn)	-9.5
COCCCn1c(=NC(C)=O)c(C#N)cc2c(=O)n3cccc(C)c3nc21	-1.1
CCOC(=O)CNC(=O)Cc1ccc(Cl)cc1	-0.6
Cc1cc(C)n(C2CC(=O)N(c3cc(Cl)cc(Cl)c3)C2=O)n1 (stereo not drawn)	1.6
C=CCNC(=S)NNC(=O)c1cc(Cl)ccc1OC	-0.8
O=C(CCN1C(=O)c2ccccc2C1=O)C1=NN[C@@H]2C(=O)N(c3ccc4c(c3)OCCO4)C(=O)[C@H]12	-10.9
O=C(NCc1csc(-c2cccs2)n1)c1cccc(Cl)c1	6.3
COC(=O)C1=C(C)NC2=C(C(=O)CCC2)C1c1ccc(-c2ccsc2C(=O)OC)o1 (stereo not drawn)	-0.6
Cc1cccc(C(=O)Oc2ccccc2C(=O)N2CCOCC2)c1	0.0
Clc1c(Cl)c(Cl)c2n[nH]nc2c1Cl	-8.9
Cc1cc(C)cc(NC(=O)c2cc(C)n(Cc3cccs3)c2C)c1	12.1
CC(C)c1nc2oc3c(NCCO)ncnc3c2c2c1COC(C)(C)C2	0.4
CCc1nnc(NC(=O)c2ccc3ncsc3c2)s1	-12.2
COc1ccc(CC(=O)Nc2ccc(N3CCOCC3)cc2)cc1S(=O)(=O)N1CCOCC1	5.5
CC1CCC2(CC1)NC(=O)N(CC(=O)c1cn(CCC#N)c3ccccc13)C2=O (stereo not drawn)	-9.1
Cc1ccc(COc2ccc(/C=N/NC(=O)c3nnn(-c4nonc4N)c3COc3ccc(F)cc3)cc2)cc1	-15.3
Cc1onc(-c2ccccc2)c1C(=O)O/N=C(\N)c1ccc([N+](=O)[O-])o1	-4.0
Cc1c(/C=C(\CC(=O)O)c2nc3ccccc3s2)cc(C#N)n1C	-3.0
COC(=O)/C(=C\Nc1ccc(Oc2ccc(F)cc2F)nc1)NC(=O)c1ccccc1	-10.8
COc1ccccc1NS(=O)(=O)c1cc(NC(=O)c2[nH]c(C)c(C(C)=O)c2C)ccc1N1CCOCC1	-4.1
CN(C)c1ncc([N+](=O)[O-])cc1C(F)(F)F	-1.6

A second format for part of the listing above:
S1P3 antag	mol
12.1	Cc1cc(C)cc(NC(=O)c2cc(C)n(Cc3cccs3)c2C)c1
0.4	CC(C)c1nc2oc3c(NCCO)ncnc3c2c2c1COC(C)(C)C2
-12.2	CCc1nnc(NC(=O)c2ccc3ncsc3c2)s1
